# GAA glycogen: GAA glycogen-cleavage inhibition or activation; recombinant GAA, glycogen substrate, Amplex Red glucose oxidase fluorescence; Potency, µM (series often up to 76.4 µM), inactives show top-dose activity change, negative = inhibition, usual class: inhibitors; actives 0.38% (n = 300,000);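 also: 0% = full enzyme reaction and -100% = no-enzyme basal signal; the screen sought inhibitors and activators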
#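 Recombinant human alpha-glucosidase (4 nM final) hydrolysed bovine liver glycogen (30 ug) for 40 min at 37 C in pH 5.0 citrate/phosphate with 0.01% Tween-20. Released glucose detected by glucose oxidase/Amplex Red, Ex 573/Em 610 nm. Compounds up to 77 uM; AC50 from Hill fits.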
# JMJD2E inh: blocks human JMJD2E demethylase activity; B2RXH2; JMJD2E catalytic domain, FDH-coupled NADH fluorescence (FDH is formaldehyde dehydrogenase); Potency, µM (titrated, usually from 57.1 µM), without a hit: at the highest dose activity change, negative = inhibition, hits mostly inhibitors; actives 1.6% (n = 230,000); active = well fitted inhibition curve with a large enough effect, not every such curve was filed as active; inconclusive = small, poorly fitted or top-dose-only effect, or another doubt; inactive = no such curve, though single readings can be large or run the other way;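 also: 0% = wells with enzyme and -100% = buffer wells without enzyme; nearly all actives have a fitted effect of over 50% in size; many of its hits are not listed in these tables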
# Target sequence (B2RXH2 1-337 limits assumed): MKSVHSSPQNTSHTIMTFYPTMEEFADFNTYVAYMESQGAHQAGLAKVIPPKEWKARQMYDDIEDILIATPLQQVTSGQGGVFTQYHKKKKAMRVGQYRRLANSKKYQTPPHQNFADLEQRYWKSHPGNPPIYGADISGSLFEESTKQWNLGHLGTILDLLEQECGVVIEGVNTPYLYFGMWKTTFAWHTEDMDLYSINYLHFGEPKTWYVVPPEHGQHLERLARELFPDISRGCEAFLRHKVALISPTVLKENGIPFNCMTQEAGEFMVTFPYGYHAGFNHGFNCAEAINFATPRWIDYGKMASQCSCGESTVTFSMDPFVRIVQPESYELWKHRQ
# GAA inh: inhibitors of human lysosomal alpha-glucosidase; P10253; purified human GAA, 4-MU-alpha-glucoside fluorescence; Potency, µM (highest dose often 76.9 µM), for inactives: top-dose activity change, negative = inhibition, most hits filed as inhibitors; actives 0.005% (n = 200,000); AID 1466;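 also: plate controls were uninhibited enzyme wells for no effect and no-enzyme background for full effect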
#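 Endpoint fluorogenic read: 20 min room-temperature reaction of 4 nM human alpha-glucosidase with 400 uM 4-methylumbelliferyl-alpha-D-pyranoside, pH 5.0, quenched with 1M NaOH/1M glycine pH 10. AC50 from Hill modeling.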
# ALDH1A1 block: inhibitors of human aldehyde dehydrogenase 1A1 | P00352 | Purified ALDH1A1, NADH fluorescence, propionaldehyde substrate | Potency, µM (doses to about 75.3 µM), for inactives: at the top dose activity, negative = inhibition, actives largely listed as inhibitors | actives 7.3% (n = 220,000); active = well fitted inhibition curve with a large enough effect, not every such curve was filed as active; inconclusive = small, poorly fitted or top-dose-only effect, or another doubt; inactive = no such curve, though single readings can be large or run the other way;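 also: plate controls were no enzyme wells and a reference inhibitor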
# Target sequence (P00352 whole entry, looked up): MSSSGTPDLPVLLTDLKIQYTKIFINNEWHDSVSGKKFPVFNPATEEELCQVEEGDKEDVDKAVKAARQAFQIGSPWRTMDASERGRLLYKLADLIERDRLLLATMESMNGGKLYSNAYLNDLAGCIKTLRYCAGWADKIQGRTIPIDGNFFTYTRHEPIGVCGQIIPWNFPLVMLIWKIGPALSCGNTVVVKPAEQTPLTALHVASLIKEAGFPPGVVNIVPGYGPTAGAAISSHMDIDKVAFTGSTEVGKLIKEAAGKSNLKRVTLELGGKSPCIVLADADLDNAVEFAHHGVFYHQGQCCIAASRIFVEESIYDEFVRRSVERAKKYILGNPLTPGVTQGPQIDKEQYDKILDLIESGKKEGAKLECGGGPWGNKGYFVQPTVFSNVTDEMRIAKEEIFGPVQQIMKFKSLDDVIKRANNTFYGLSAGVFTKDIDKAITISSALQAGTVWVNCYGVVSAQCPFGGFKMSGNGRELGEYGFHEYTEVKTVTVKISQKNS
# aGlu spleen mod: inhibits or activates alpha-glucosidase in human spleen homogenate. Potency, µM (series often up to 79.9 µM), for the others: at the highest dose activity change, negative = inhibition, most hits filed as inhibitors. human spleen homogenate, 4-MU-alpha-glucoside fluorescence. actives 0.006% (n = 240,000);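 also: 0% = enzyme with vehicle and -100% = no enzyme basal signal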
#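 Enzyme source: human spleen homogenate, 1 ug/well. Buffer 50 mM citric acid/K phosphate pH 5.0, 0.01% Tween-20. 4-MU-alpha-glucoside 1 mM; 37 C x 40 min; NaOH/glycine stop; fluorescence.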
# SMN2 splice enh: SMN2 splice variant enhancement | actives 2.8% (n = 210,000) | AID 1458 | Potency, µM (top dose mostly 46.1 µM), for the others: at the top dose activity change, positive = activation, usual class: activators | HEK293 SMN2-luciferase splicing reporter, luminescence, 30-36 h; also: % of control where 0% means no effect; nearly all actives have a fitted effect of over 55% in size
#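 HEK293 cells carry an SMN2 […]–luciferase reporter in which exon 7 inclusion puts luciferase in frame. Cells were plated 10-12 h before compound addition, then incubated 30-36 h at 37C. ONE-Glo luminescence was read; sodium butyrate at 4.5 mM final served as control.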
# aGal spleen mod: inhibits or activates alpha-galactosidase in human spleen homogenate. P06280. human spleen homogenate, 4MU-alpha-Gal fluorescence, 40 min. Potency, µM (highest dose often 80 µM), for the others: top-dose activity change, negative = inhibition, usual class: inhibitors. actives 0.008% (n = 240,000). AID 2107;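 also: 0% = enzyme with vehicle and -100% = no enzyme basal signal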
#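 Spleen homogenate 1 ug + cpd (titration) + 4-MU-alpha-D-galactopyranoside 1 mM; 37C 40 min; 50 mM citrate/phosphate pH 5.0, 0.01% Tween-20; stop pH 10; fluorescence 365/440; AC50 via Hill.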
# GoLoco inh red: inhibitors of human Gai1-RGS12 GoLoco interaction (red fluorophore) | Gai1:RGS12 GoLoco peptide FP, rhodamine, 10 min | actives 0.44% (n = 230,000) | Potency, µM (series often up to 61.6 µM), for the others: top-dose activity, negative = inhibition, usual class: inhibitors | P63096; active = well fitted inhibition curve with a large enough effect, not every such curve was filed as active; inactive = no such curve, though single readings can be large or run the other way; also: % is scaled to controls: 0 for no effect and ±100 for the full control effect; nearly all actives have a fitted effect of over 30% in size; many of its hits are not listed in these tables
# Starred values were filed as active, the others as inactive; ? = inconclusive; nt = no result given; [ ] = another dose, or the depositor's remark. Unless noted, calls follow the shape of the dose curve; as a rule, active = well fitted curve in the direction sought with a large enough effect; inconclusive = small, poorly fitted or top-dose-only effect, or another doubt; inactive = no such curve, though single readings can be large; an effect the other way counts as inactive or inconclusive. Potency is read from the fitted curve at half-maximal effect.
SMILES,GAA glycogen,JMJD2E inh,GAA inh,ALDH1A1 block,aGlu spleen mod,SMN2 splice enh,aGal spleen mod,GoLoco inh red
Cc1ccc(C)c(NC(=O)Cn2cnc3c(oc4ccccc43)c2=O)c1,1.4%,-1.5%,4.4%,7.3%,4.4%,7.4%,3.6%,-6.8%
COc1ccc(N=C2NC(=O)CS2)c([N+](=O)[O-])c1,-3.4%,?,0.8%,?,4.8%,9.6%,-3.3%,5.7%
CCN(c1ccc(OCC(=O)OCC(=O)Nc2ccc(F)c(F)c2F)cc1)S(=O)(=O)c1ccccc1,5.5%,-13.6%,5.4%,-0.2%,-2.8%,-2.0%,-3.6%,-4.1%
Cn1c(=O)cc(OCC(=O)NCCCN2CCN(Cc3ccccc3)CC2)c2ccccc21,9.6%,0.7%,-0.9%,?,-8.6%,?,-16.7%,6.0%
COc1ccc(-c2nc(CS(=O)CC(=O)NCc3cccnc3)c(C)o2)cc1OC (configuration not stated),-0.6%,?,-1.6%,?,0.0%,-5.5%,-2.9%,7.3%
COc1ccc(C)c2sc(=NC(=O)C(C)C)n(C)c12,-6.3%,0.6%,-2.7%[15.4 µM],0.9%,3.0%,-16.4%,7.3%,6.6%
CC(=O)Nc1ccc(NC(=O)C(C)n2nc(C)c([N+](=O)[O-])c2C)cc1 (configuration not stated),-9.5%,-11.4%,-4.5%,3.3%,5.0%,6.3%,6.7%,4.5%
Cc1nc(CNC(=O)CC2C(=O)NCCN2Cc2ccoc2)nc2c1CCCC2 (configuration not stated),2.8%,-4.8%,nt,nt,3.6%,nt,8.1%,-16.3%
CCOC(=O)C1=C(c2cccc(Oc3ccccc3)c2)NC(=S)NC1C (configuration not stated),-19.3%,-5.3%,-7.6%,0.316µM*,-10.6%,nt,-5.3%,8.8%
COc1ccccc1C(CC(=O)c1ccccc1)CC(=O)c1ccccc1,-6.9%,-5.8%,-6.0%,-6.2%,nt,-10.4%,-8.6%,9.3%
Cc1oc(-c2cccc(C(F)(F)F)c2)nc1CN1CCC[C@H]1CO,19.3%,-3.2%,4.2%,?,6.3%,nt,7.6%,19.9%
CCN1CCN(C(=O)CN(C)S(=O)(=O)c2ccc3ccccc3c2)CC1,3.8%,-10.4%,-9.0%,-8.7%,-0.1%,nt,-4.8%,7.2%
O=C(CCn1c(SCC(=O)c2ccccc2)nc2ccccc2c1=O)NCc1ccc(F)cc1,-4.6%,0.1%,0.5%,11.8%,-0.1%,2.4%,6.6%,-2.3%
CCOC(=O)CSc1nc2ccc(N)cc2s1,nt,-13.9%,-1.9%,20µM*,1.1%,4.2%,7.1%,21.8%
CCOC(=O)c1cc(C(=O)c2cc(Cl)ccc2O)coc1=N,1.5%,?,-6.0%,-0.3%,9.4%,8.1%,1.6%,9.3%
CCC(=O)OCC(=O)[C@@]1(OC(=O)CC)[C@@H](C)C[C@@H]2[C@H]3CCC4=CC(=O)C=C[C@]4(C)[C@@]3(F)[C@@H](O)C[C@@]21C,nt,nt,nt,-1.4%,-8.2%,nt,-4.8%,4.4%
CCN(CC)S(=O)(=O)c1ccc2oc(C(=O)O)c(C)c2c1,6.2%,-2.4%,?,11.2%,-2.9%,?,-4.0%,4.4%
CCOC(=O)c1cc2occc2n1CC(=O)N1CCCc2ccccc21,-22.4%,-4.3%,-2.1%,8.91µM*,-15.1%,-8.4%,-26.3%,-7.9%
COc1cc(/C=N/NC(=O)C2c3ccccc3Oc3ccccc32)ccc1O,-8.3%,-4.8%,8.0%,0.0%,-11.9%,-14.4%,2.0%,6.7%
COCCNc1nc2c(S(=O)(=O)c3cc(C)ccc3C)nnn2c2ccccc12,14.1%,?,?,?,5.4%,-16.3%,28.7%,2.2%
CCOC(=O)CCc1cccc2c1CCC2=O,6.0%,4.7%,6.0%,?,?,-5.2%,-16.9%,5.1%
CCC(C)Sc1nc2c(c(=O)[nH]c(=O)n2C)n1C (configuration not stated),9.3%,-4.8%,2.2%,-13.0%,-2.8%,-1.4%,5.4%,6.5%
COc1ccc(OC)c(/C=C/C(=O)N(C)CC(=O)Nc2cc(C)ccc2C)c1,1.2%,?,9.9%,?,4.4%,-15.0%,7.8%,-4.8%
COC(=O)c1c(/N=C/NOCc2ccc(Cl)cc2)sc2c1CCN(c1ncc(C(F)(F)F)cc1Cl)C2,-4.1%,20.6%,-0.7%,?,-3.6%,-27.1%,-6.1%,53.4%[activator]
CC(=O)Nc1ccc(CNC(=O)C[N+]2(C)CCOCC2)cc1,12.5%,16.4%,5.4%,3.9%,-3.3%,nt,3.4%,7.6%
COc1ccccc1NC(=O)C1=C(C)NC2=C(C(=O)CCC2)C1c1ccc2c(c1)OCO2 (configuration not stated),-11.2%,?,2.6%,?,0.0%,7.8%,7.0%,6.0%
O=C(O)CCC(=O)c1c[nH]c2ccccc12,3.6%,3.6%,-1.0%,11.5%,-3.8%,3.1%,-3.4%,9.7%
CS(=O)(=O)N1CCN(c2ccc([N+](=O)[O-])c(NCc3ccc(Cl)cc3)c2)CC1,7.9%,-2.8%,-1.5%,13.1%,-10.5%,-19.0%,0.8%,-8.8%
O=C(NCc1ccc2c(c1)OCO2)c1ccc(-n2cnnn2)cc1,0.0%,-2.8%,-8.1%,-0.4%,-6.1%,1.7%,6.3%,-0.6%
c1ccc([C@H]2CN3CCSC3=N2)cc1,nt,-0.6%,nt,4.9%,3.7%,13.0%,-11.2%,-6.1%
Cc1ccc(-n2c(C)cc(C(=O)CN3C(=O)C(=O)N(C4CCCC4)C3=O)c2C)cc1,-5.4%,-11.9%,4.7%,1.5%,0.4%,-21.9%,4.0%,11.1%
O=C(O)c1cccc(-n2cccc2C=C2C(=O)c3ccccc3C2=O)c1,-4.3%,-11.3%,-1.7%,?,-6.7%,nt,-7.6%,20.2%
Cc1ccc(C)c(Cn2c(=O)n(CCCC(=O)NCc3ccco3)c(=O)c3sccc32)c1,-10.6%,5.1%,-2.8%,13.8%,-13.0%,-15.4%,9.8%,11.0%
CC(=O)c1ccc(NC(=O)Oc2ccccc2)cc1,4.8%,-2.2%,-4.0%,3.0%,-1.7%,-5.5%,0.0%,1.9%
Cc1nc2ccccc2c(=O)n1NC(=O)c1cc(Br)ccc1Cl,-6.6%,4.5%,nt,nt,-1.0%,nt,3.1%,-2.6%
COCCNC(=O)CC(=O)N/N=C/c1cccc(C(=O)OC)c1,0.8%,1.1%,5.0%,1.6%,3.9%,nt,13.5%,9.9%
CCOc1ccccc1NC(=O)N1CCC(C(=O)c2ccc(F)cc2)CC1,7.9%,-6.4%,2.0%,5.01µM*,5.4%,1.1%,4.9%,1.2%
COc1ccc(C(CNC(=O)c2ccc(OCC3CCCO3)cc2)N2CCOCC2)cc1 (configuration not stated),1.7%,1.5%,-0.1%,-0.4%,-4.2%,11.7%,-12.0%,4.8%
CN(CCc1ccccn1)C(=O)CCC1CCCN(C(=O)c2cscn2)C1 (configuration not stated),7.8%,5.0%,nt,5.6%,0.4%,nt,-6.8%,3.0%
O=C(Nc1ccc2[nH]c(=O)[nH]c2c1)Nc1ccc(F)cc1F,-0.5%,?,nt,?,2.3%,nt,4.9%,23.8%
CCC1CCCCN1Cc1nc2c(c(=O)n(C)c(=O)n2C)n1CC(C)C (configuration not stated),-1.2%,-11.5%,0.5%,1.2%,-1.9%,-14.3%,-0.6%,-0.7%
CCOC(=O)C1CCN(C(=O)CN(c2ccc3c(c2)OCO3)S(C)(=O)=O)CC1,11.8%,4.3%,2.9%,-4.7%,-9.0%,-3.1%,-4.5%,-4.6%
COc1ccc(C(=O)NNC(=O)c2ccc(C(C)(C)C)cc2)cc1,6.1%,11.4%,7.0%,-13.5%,-9.9%,-20.3%,3.7%,5.7%
CCC(C)n1c(SCc2ccccc2)nc2ccsc2c1=O (configuration not stated),-3.0%,2.6%,-4.5%,5.0%,5.6%,0.1%,1.7%,-3.9%
COC(=O)[C@@H](NC(=O)NC1CCCCC1C)C(C)C (some centres not stated),0.9%,1.8%,nt,nt,-5.8%,nt,0.8%,1.3%
CC1(C)Cc2ccccc2-c2nc(NCCO)n(-c3ccccc3)c(=O)c21,-9.0%,?,?,?,13.4%,-12.9%,?,-10.9%
Cc1cc(C)cc(CC2CC(=O)N(c3cc(C)on3)C2=O)c1 (configuration not stated),0.4%,12.0%,0.2%,5.7%,-17.1%,-6.2%,-7.2%,11.4%
CCCCn1c(Cc2ccccc2)n[nH]c1=S,-11.0%,-0.4%,4.1%,14.1µM*,-5.5%,-31.7%[inhibitor],-1.3%,-26.4%
Cc1cc(C)n2cnnc2n1,-4.0%,?,nt,nt,-5.6%,nt,-9.7%,1.3%
Cc1noc(C)c1COC(=O)c1cc2c(C)nn(-c3ccc(F)cc3)c2s1,-5.1%,-1.7%,1.5%,8.3%,0.5%,-12.4%,-2.3%,0.9%
CCN(CC)C(=O)CSc1nc(-c2ccccc2)ccc1C#N,-9.4%,?,8.9%,1.3%,1.0%,7.7%,1.8%,4.8%
COc1ccccc1NS(=O)(=O)c1cc(NC(=O)c2cc3ccccc3oc2=O)ccc1C,4.7%,-0.1%,0.0%,13.5%,-8.1%,-2.6%,0.7%,-1.3%
Cc1ccccc1NC(=O)NCCCN1CCCC1,21.8%,-9.1%,-0.8%,-10.3%,2.9%,2.6%,4.4%,-3.4%
C[C@@H](C(=O)N[C@@H](CO)Cc1ccccc1)[C@H]1C[C@]1(C)[C@H](NC(=O)OCc1ccccc1)c1ccccc1,nt,-3.6%,nt,7.08µM*,-17.8%,-18.0%,-1.9%,-1.9%
O=C(O)c1ccc(/C=N/N2CCN(C3c4ccccc4-c4ccccc43)CC2)cc1,-1.4%,?,nt,nt,-11.3%,nt,-12.0%,-8.3%
O=c1c2ccccc2nc(-c2ccoc2)n1CCc1ccccc1,-2.5%,3.9%,?,-12.3%,-5.3%,-36.9%[inhibitor],1.4%,-3.9%
COc1ccc(/C(C)=N/NC(=O)c2cc(-c3cccnc3)nc3ccccc23)cc1,8.0%,1.4%,-4.9%,8.5%,-6.3%,14.5%,-10.7%,1.7%

# The list is partial. The share of hits here may be higher or lower than overall.
